GCN5L2 inh = qHTS Assay for Inhibitors of GCN5L2. actives 0.21% (n = 390,000). GCN5L2 HAT assay, ThioGlo1 CoA-SH fluorescence. Histone acetyltransferase KAT2A (Homo sapiens), Q92830. Potency, µM (highest dose often 58.9 µM), inactives show at the highest dose activity change, negative = inhibition, actives largely listed as inhibitors
Target sequence (Q92830 whole entry, looked up): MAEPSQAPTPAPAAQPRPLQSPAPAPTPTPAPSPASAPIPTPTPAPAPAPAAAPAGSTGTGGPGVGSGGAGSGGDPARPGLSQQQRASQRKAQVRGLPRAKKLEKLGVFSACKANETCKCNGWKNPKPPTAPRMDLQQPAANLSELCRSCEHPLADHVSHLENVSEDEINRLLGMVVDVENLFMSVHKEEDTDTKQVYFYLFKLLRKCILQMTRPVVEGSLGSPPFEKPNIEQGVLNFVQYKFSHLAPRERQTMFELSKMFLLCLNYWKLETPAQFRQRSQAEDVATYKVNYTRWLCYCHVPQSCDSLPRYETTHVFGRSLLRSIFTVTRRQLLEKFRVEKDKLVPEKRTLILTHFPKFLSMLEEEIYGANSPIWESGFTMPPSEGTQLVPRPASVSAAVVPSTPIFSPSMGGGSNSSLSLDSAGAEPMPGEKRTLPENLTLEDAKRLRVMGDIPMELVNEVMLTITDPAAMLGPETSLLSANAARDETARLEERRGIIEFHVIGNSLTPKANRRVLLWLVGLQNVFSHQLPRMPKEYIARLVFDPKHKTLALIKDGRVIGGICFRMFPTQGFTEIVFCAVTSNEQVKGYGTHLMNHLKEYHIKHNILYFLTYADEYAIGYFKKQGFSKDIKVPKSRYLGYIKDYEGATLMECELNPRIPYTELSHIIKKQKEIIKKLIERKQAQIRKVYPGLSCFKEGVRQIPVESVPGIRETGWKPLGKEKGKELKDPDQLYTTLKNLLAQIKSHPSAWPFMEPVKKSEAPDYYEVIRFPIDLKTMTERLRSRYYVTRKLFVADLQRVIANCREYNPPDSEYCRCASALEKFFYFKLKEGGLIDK
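Enzyme at 20nM final was mixed with library compounds for 15 min at room temperature. Peptide H3(1-25) at 75uM, acetyl-CoA at 70uM and ThioGlo1 at 50uM were then added. Plates were read immediately and after 20 min (Ex340nm/Em540nm).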
TDP1 cell CPT = qHTS for Inhibitors of human tyrosyl-DNA phosphodiesterase 1 (TDP1): qHTS in cells in presence of CPT | chicken DT40 Tdp1-/-;hTDP1 cells + 20 nM CPT, ATP luminescence, 48 h | Potency, µM (top dose mostly 46.2 µM), without a hit: at the top dose activity change, negative = growth inhibition, hits mostly inhibitors | actives 12% (n = 420,000) | AID 686979, 2013; also: nearly all actives have a fitted effect of over 55% in size
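Cell growth measured by CellTiter-Glo luminescence after a minimum 48 h, 37 C compound exposure with 20 nM CPT in Tdp1-knockout DT40 cells stably expressing hTDP1, seeded 400/well; qHTS titration format.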
DT40 TDP1 no CPT = qHTS for Inhibitors of human tyrosyl-DNA phosphodiesterase 1 (TDP1): qHTS in cells in absence of CPT. DT40 Tdp1-/- hTDP1 cells, no CPT, ATP luminescence, 48 h. Potency, µM (top dose mostly 46.2 µM), for inactives: at the top dose activity change, negative = growth inhibition, actives largely listed as inhibitors. actives 15% (n = 420,000). AID 686978, 2013; also: nearly all actives have a fitted effect of over 55% in size
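Chicken DT40 Tdp1-/- cells complemented with human TDP1, screened without camptothecin (DMSO vehicle only), 400 cells/well. Compounds pin-transferred, cells incubated at 37 °C for at least 48 hr. Growth read as ATP-dependent luminescence (CellTiter-Glo, 30 min at RT).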
* hit, by the source's call; ? = inconclusive; . = not tested or not shown; [ ] = dose if it differs, or a comment. Calls follow the shape of the dose curve; as a rule, active = well fitted curve in the direction sought with a large enough effect; inconclusive = small, poorly fitted or top-dose-only effect, or another doubt; inactive = no such curve, though single readings can be large; an effect the other way counts as inactive or inconclusive. % is scaled to controls: 0 for no effect and ±100 for the full control effect; potency is read from the fitted curve at half-maximal effect.

SMILES | GCN5L2 inh | TDP1 cell CPT | DT40 TDP1 no CPT
Cc1nc(-c2ccc(C)c(N3CCN(C(=O)Nc4cccc(Cl)c4C)CC3)c2)no1 | 0% | ? | 16µM*
CNS(=O)(=O)c1cn(CC(=O)NCc2ccccc2OC)cc1S(=O)(=O)NC | -1% | 13% | 15%
COc1ccc(N2CCN(Cc3nc4scc(-c5ccccc5)c4c(=O)[nH]3)CC2)cc1 | -5% | ? | 8%
Cc1cc(C)c2nc(-c3ccccn3)cc(C(=O)NCc3ccco3)c2c1 | . | ? | ?
COc1ccc(-c2c[n+]3c(n2-c2ccccc2)SCC3)cc1OC | -5% | -2% | ?
O=S1(=O)CCO[C@H]2Cc3ccccc3[C@H]2N1Cc1ccccc1Br | -2% | ? | 23µM*
O=C(/C=C/c1ccc(Cl)cc1)NC(=S)Nc1ccc(C(=O)O)cc1 | -7% | ? | ?
COc1ccc(OC)c(C2C3=C(CCCC3=O)NC3=C2C(=O)CCC3)c1 | -12% | -23% | -29%
COC(=O)C1=C(C)NC(=O)NC1c1ccccc1 (stereo unspecified) | -3% | 0% | 7%
Cn1nnnc1SCCNC(=O)C1CCC(=O)N(Cc2cccc(C(F)(F)F)c2)C1 (stereo unspecified) | . | -7% | -10%
COc1ccccc1N1CCN(C(=O)C2CCCN(S(=O)(=O)c3ccc(C)cc3)C2)CC1 (stereo unspecified) | -1% | 16µM* | 10µM*
O=C1/C(=C/c2cccnc2)CCC/C1=C\c1cccnc1 | -2% | 2.1µM* | 2.1µM*
Cc1cc(C)nc(SCC(=O)N(C)C)n1 | 0% | 1% | 13%
COc1cccc(O)c1CN1CCC(n2nccc2NC(=O)c2ccc3c(c2)OCO3)CC1 | -17% | 0% | 4%
COc1ccc(S(=O)(=O)Nc2cc(Cl)ccc2-n2cncn2)cc1 | 3% | 3% | 15%
O=CC(=O)c1ccc(Br)cc1 | . | ? | ?
CC(CN1CCN(C)CC1)OC(=O)c1cccc(F)c1 (stereo unspecified) | -5% | -7% | 0%
Cc1ccc(C(=O)NNC(=O)CCCN2C(=O)/C(=C/c3ccccc3Cl)SC2=S)cc1 | 48%[activator] | ? | ?
CCN1CCN(c2ncnc3sc(C)c(-c4ccccc4)c23)CC1 | -4% | -21% | ?
O=C(NCCN1CCCC1)c1ccc2c(=O)n(CCc3ccccc3)c(=O)[nH]c2c1 | 0% | 18µM* | 29µM*
Cc1ccc(NC(=O)c2sc3ncnc(N4CCN(c5ccccn5)CC4)c3c2C)c(C)c1 | -17% | ? | 18µM*
O=C(O)COc1ccc(NC(=O)c2ccc3c(c2)C(=O)N(CC2CCCO2)C3=O)cc1 (stereo unspecified) | . | -2% | -2%
CCc1cccc(NC(=O)c2cc3c(=O)oc4ccc(C)cc4c3s2)c1 | -1% | ? | ?
CCOc1ccc(N(CC(=O)N2CCCCCC2)S(C)(=O)=O)cc1 | -3% | 0% | -17%
CCOC(=O)c1c(C)oc2ncnc(Nc3ccc(OC)c(OC)c3)c12 | -4% | ? | ?
COc1ccc(NC(=O)C(NC(C)=O)C(=O)Nc2ccc(F)cc2)cc1 (stereo unspecified) | -6% | -12% | -5%
Cc1ccc(OCC(=O)N2CCCCCC2)c(C)c1 | -5% | -11% | 1%
Cc1ccc(C)c(S(=O)(=O)N2CCN(C(=O)c3ccccn3)CC2)c1 | -4% | -15% | 1%
O=C(COc1ccc([N+](=O)[O-])cc1)Nc1ccc2c(c1)OCO2 | -4% | 21% | ?
CCC1=C(OC(=O)N(CC)CC)N2C(=O)OC(=NCC3CC3)[C@]2(Cc2ccccc2)[C@H]2C1=CC[C@H]1C(=O)N(C)C(=O)[C@H]12 | -11% | 18µM* | 18µM*
CNC(=O)CSc1nnc(COc2ccc([N+](=O)[O-])cc2)n1C | 8% | 19% | -30%
Brc1cc(/C=N/n2cnnc2)oc1Br | -17% | -27% | ?
COc1ccc(OCCCC(=O)Nc2cc(S(=O)(=O)N3CCCCC3)ccc2OC)cc1 | -5% | -20% | -26%
Cc1ccc(NC(=O)CSCC(=O)N2c3ccccc3CCc3ccccc32)cc1 | -3% | -27% | ?
CCOC(=O)C1=C(C)OC(N)=C(C#N)C1c1cc(C)sc1C (stereo unspecified) | -9% | -27% | -21%
CCCc1cc(C(=O)Cc2ccc(C(=O)OCC)o2)c(O)cc1O | ? | -19% | -20%
COc1ccc(S(=O)(=O)N(C)C[C@H]2Oc3c(NC(=O)Nc4ccc5c(c4)OCO5)cccc3C(=O)N([C@H](C)CO)C[C@@H]2C)cc1 | -8% | ? | 21µM*
O=C1NCCCC1C(=O)Nc1ccccn1 (stereo unspecified) | -3% | -12% | 3%
CC(=O)N/C(=C/c1ccc2c(c1)OCO2)C(=O)NCc1ccccc1 | 0% | 1% | 0%
CSCCC(NC(=O)c1ccccc1Br)C(=O)NNC(=O)c1ccncc1 (stereo unspecified) | 0% | -8% | 16%
Cc1noc(C)c1CSCC(=O)Nc1cc(Cl)ccc1N1CCCCC1 | 1% | -26% | ?
CCNC(=S)NCc1ccc(F)cc1 | -5% | 0% | 2%
COc1ccccc1-n1nc(C(=O)NCc2ccco2)c2ccccc2c1=O | -2% | -7% | -22%
COc1ccccc1NC(=O)Nc1ccc(CC#N)cc1 | -3% | -12% | -23%
Cn1c(=O)c2[nH]c(CN3CCCCC3)nc2n(C)c1=O | . | 7% | 20%
Cc1c(C(=O)C(=O)N2CC=C(c3ccccc3)CC2)c2ccccc2n1C | -9% | 2.9µM* | 2.6µM*
CCN(CC)c1ccc(NC(=O)c2ccccc2OCC(=O)OC)cc1 | -2% | -8% | 4%
COc1ccc(OC)c(/C=N/NC(=O)C(=O)NCc2cccnc2)c1 | -6% | -7% | 5%
CCOc1cccc(NC(=O)c2ccc(S(=O)(=O)N3CCCC3)cc2)c1 | -4% | -8% | ?
Cc1cc(F)ccc1S(=O)(=O)N1CCCOC1CNC(=O)C(=O)NCCc1c[nH]c2ccccc12 (stereo unspecified) | -13% | 16µM* | ?
CCOc1ccc(NC(=O)CN(C)C(=O)CCCn2c(=O)oc3ccccc32)cc1OCC | -8% | -22% | ?
CCN(CC)S(=O)(=O)c1cccc(-c2nnc(SCC(=O)NC)n2N)c1 | -4% | 1% | -6%
Cc1ccc(N2C(=O)N(CC(=O)Nc3ccccc3C(F)(F)F)C(=O)C2C)cc1 (stereo unspecified) | 1% | -7% | -10%
O=C(NC1CCCCC1)C(c1ccncc1)N(C(=O)c1ccco1)c1ccc(F)cc1 (stereo unspecified) | -2% | -1% | -14%
Cc1ccccc1NC(=S)N1CCN(Cc2ccccc2)CC1 | -9% | 12% | ?
N#Cc1c(NC(=O)C2CC(c3c(F)cccc3Cl)=NO2)sc2c1CCC2 (stereo unspecified) | -4% | ? | 0.21µM*
C[C@@H]1CN([C@@H](C)CO)C(=O)c2cc(NC(=O)C3CCCCC3)ccc2O[C@@H](C)CCCCO[C@@H]1CN(C)C(=O)CCCN(C)C | . | 4% | -9%
O=C1OCC/C1=C\NCCCCCCCCN/C=C1\CCOC1=O | . | -5% | ?
CCOC(=O)CSc1nc2ccc(NC(=O)c3ccc(Cl)cc3)cc2s1 | -8% | -27% | ?
CCCS(=O)(=O)c1c(S(=O)(=O)CCC)c2c(N)cccn2c1C(=O)c1ccccc1 | -4% | -12% | -11%

4 of the compounds above, with two lines to a compound:
Below each compound: GCN5L2 inh	TDP1 cell CPT	DT40 TDP1 no CPT
- O=C(NC1CCCCC1)C(c1ccncc1)N(C(=O)c1ccco1)c1ccc(F)cc1 (stereo unspecified)
    -2%	-1%	-14%
- Cc1ccccc1NC(=S)N1CCN(Cc2ccccc2)CC1
    -9%	12%	?
- N#Cc1c(NC(=O)C2CC(c3c(F)cccc3Cl)=NO2)sc2c1CCC2 (stereo unspecified)
    -4%	?	0.21µM*
- C[C@@H]1CN([C@@H](C)CO)C(=O)c2cc(NC(=O)C3CCCCC3)ccc2O[C@@H](C)CCCCO[C@@H]1CN(C)C(=O)CCCN(C)C
    .	4%	-9%

Just TDP1 cell CPT and DT40 TDP1 no CPT (2 entries from above):
| canonical_smiles | TDP1 cell CPT | DT40 TDP1 no CPT |
| --- | --- | --- |
| C[C@@H]1CN([C@@H](C)CO)C(=O)c2cc(NC(=O)C3CCCCC3)ccc2O[C@@H](C)CCCCO[C@@H]1CN(C)C(=O)CCCN(C)C | 4% | -9% |
| Cn1c(=O)c2[nH]c(CN3CCCCC3)nc2n(C)c1=O | 7% | 20% |

Other structures:
SMILES | GCN5L2 inh | TDP1 cell CPT | DT40 TDP1 no CPT
CCOC(=O)c1c(S(=O)(=O)NCC(=O)Nc2cccc(C)c2)c(C)n(C)c1C | -9% | 1% | 16%
O=C1CCCc2c1nn(-c1ccccc1)[n+]2[O-] | 1% | -2% | -12%
O=C(O)c1cccc(NC(=O)c2cn(-c3ccccc3)nc2-c2ccc([N+](=O)[O-])cc2)c1 | 0% | -5% | 18%
COc1ccc(OCCOC(=O)CNC(=O)c2ccc(C)cc2)cc1 | -25% | 8% | 8%
CCOC(=O)c1sc(NC(=O)/C=C/c2cnn(C)c2C)c(C(=O)OC(C)C)c1C | -4% | ? | ?
COc1ccc(N(CC(=O)Nc2ccccc2C(=O)N2CCOCC2)S(=O)(=O)c2ccc(F)cc2)cc1 | -1% | -6% | -25%
COc1ccc(-c2csc(NC(=O)CCS(=O)(=O)c3ccccc3)n2)c(OC)c1 | -7% | ? | 8.2µM*
C[C@H](CO)N1C[C@H](C)[C@@H](CN(C)S(C)(=O)=O)Oc2c(NC(=O)C3CCCCC3)cccc2C1=O | -4% | -14% | -5%
CCOC(=O)[C@]12CCCC=C1N(Cc1ccc3c(c1)OCO3)C(=O)[C@H](CC(=O)N1CCC(c3ccccc3)CC1)C2 | . | 18µM* | 21µM*
CN(C)/C=C/c1c(C#N)c(=O)ncn1Cc1ccccc1 | -6% | -2% | 11%
O=C(Nc1cccc(F)c1)N1CCC2(CC1)CCN(S(=O)(=O)c1ccccc1)CC2 | 7% | -27% | ?
COc1cc(OC)cc(-c2cc3nc(C4CCN(C(=O)OC(C)(C)C)CC4)cc(=O)n3[nH]2)c1 | -6% | ? | ?

Entries shown so far that have a COOH group:
SMILES | GCN5L2 inh | TDP1 cell CPT | DT40 TDP1 no CPT
O=C(/C=C/c1ccc(Cl)cc1)NC(=S)Nc1ccc(C(=O)O)cc1 | -7% | ? | ?
O=C(O)COc1ccc(NC(=O)c2ccc3c(c2)C(=O)N(CC2CCCO2)C3=O)cc1 (stereo unspecified) | . | -2% | -2%
O=C(O)c1cccc(NC(=O)c2cn(-c3ccccc3)nc2-c2ccc([N+](=O)[O-])cc2)c1 | 0% | -5% | 18%

From PubChem
